Source: PubChem BioAssay (Broad Institute)
ARNT-TACC3 inh = disruptors of ARNT/TACC3 protein interaction, primary screen, biochemical, AlphaScreen, single concentration | Transforming acidic coiled-coil-containing protein 3 (Homo sapiens), Q9Y6A5 | AlphaScreen His-ARNT PAS-B/GST-TACC3 binding, luminescence; TACC3 fragment carries E629A point mutation | inhibition, % at 9.99 µM | actives 0.66% (n = 390,000) | AID 623870, 2012;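 active means mean inhibition of replicates at least 50% and at least half of replicates each reaching 50%; inconclusive means half or more replicates reach 50% but mean below 50%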;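 further: 0% = complete ARNT plus TACC3 wells and 100% = ARNT alone without TACC3; many hits fall short of the cut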
INS-1E GSIS act = GLuc luminescence reporter in INS-1E cells, primary screen for activators of glucose-dependent secretion of insulin | INS-1E GLuc reporter insulin secretion, 2-3 h | activation, % at 16.6 µM | actives 0.61% (n = 370,000);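 active means lowest replicate activation of at least 40%, so every replicate reaches that level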;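 further: 0% = median of neutral control wells and 100% = median of IBMX positive control wells; some compounds called inactive have numbers as strong as hits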
ERAP1 HTS inh = human ERAP1 aminopeptidase inhibitors, primary screen, biochemical, single point, plate reader; recombinant ERAP1, Leu-AMC fluorescence, 60 min; inhibition, % at 10.7 µM; actives 0.15% (n = 340,000); AID 652197, 2013;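 active means mean replicate inhibition of at least 30%, or all replicates individually reaching that 30% level; inactive means mean below 30% and not every replicate reaching it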;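 further: 0% = neutral control wells and 100% = L-leucinethiol positive control wells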
Target sequence (Q9NZ08 whole entry, looked up): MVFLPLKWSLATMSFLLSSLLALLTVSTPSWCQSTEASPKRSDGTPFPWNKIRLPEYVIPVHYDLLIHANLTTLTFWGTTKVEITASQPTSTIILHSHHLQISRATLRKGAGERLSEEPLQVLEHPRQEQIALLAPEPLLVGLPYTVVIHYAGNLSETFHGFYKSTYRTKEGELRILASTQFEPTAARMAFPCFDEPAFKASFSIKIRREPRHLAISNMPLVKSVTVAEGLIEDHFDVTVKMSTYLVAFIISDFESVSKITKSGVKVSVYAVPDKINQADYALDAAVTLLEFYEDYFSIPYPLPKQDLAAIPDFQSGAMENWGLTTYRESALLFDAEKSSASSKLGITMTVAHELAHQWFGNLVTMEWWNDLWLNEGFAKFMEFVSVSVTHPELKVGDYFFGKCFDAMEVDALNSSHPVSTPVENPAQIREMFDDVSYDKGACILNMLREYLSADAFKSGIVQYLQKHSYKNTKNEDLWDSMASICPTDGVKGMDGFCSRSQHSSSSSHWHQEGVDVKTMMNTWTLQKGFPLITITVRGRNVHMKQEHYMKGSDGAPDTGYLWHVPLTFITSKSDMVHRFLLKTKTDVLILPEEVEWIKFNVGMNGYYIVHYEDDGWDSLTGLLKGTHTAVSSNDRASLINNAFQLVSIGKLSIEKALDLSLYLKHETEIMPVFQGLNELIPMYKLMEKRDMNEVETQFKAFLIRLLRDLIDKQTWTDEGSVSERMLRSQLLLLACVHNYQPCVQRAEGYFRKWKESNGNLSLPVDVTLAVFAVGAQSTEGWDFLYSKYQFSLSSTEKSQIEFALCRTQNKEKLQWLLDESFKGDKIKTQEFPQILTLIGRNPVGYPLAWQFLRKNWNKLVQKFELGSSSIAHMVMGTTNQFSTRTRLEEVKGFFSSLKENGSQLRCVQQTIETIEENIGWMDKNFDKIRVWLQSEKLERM
CFTR F508del cor = F508del CFTR correction, initial screen, CFBE line, single point | CFBE cells, YFP halide quenching; stimulated with forskolin plus potentiator P3; % fluorescence drop versus neutral controls | activity (quench increase), % at 7.58 µM | actives 0.36% (n = 350,000) | AID 720511, 2013;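 active means mean added fluorescence quench of at least 8% versus neutral control, with both replicates also reaching 8%; inconclusive means only one of the mean or replicate conditions met; inactive means mean below 8% and not both replicates reaching 8%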;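 further: cells transiently co-express mutant CFTR-F508del with the halide-sensitive YFP; corrector assay measuring rescue of mutant channel to the surface after 24 h compound exposure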
XiGFP reactiv = activators of inactive X chromosome reactivation, primary screen, imaging, XiGFP fibroblasts, GFP high-content imaging, set 2; activation, % at 7.58 µM; XiGFP mouse fibroblasts, % GFP-positive cells imaging, 3 d; cells co-treated with 5-aza-dC sensitizer; scaled so ellipticine positive control = 100%; actives 0.055% (n = 360,000); AID 743238, 2013;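 active means mean normalized replicate activation at least 10% and every replicate at or above 10%; inconclusive means only one of the two criteria met; inactive means mean below 10% and not all replicates reach 10%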;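 further: 0% = median of on-plate neutral control wells and 100% = ellipticine 6 µM median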
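Material: XiGFP fibroblasts, SV40-immortalized; Buffer or medium: DMEM containing 5-aza-dC; Compound dosing: single point; Times: 3 days compound exposure.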
RAD52 anneal inh = RAD52 DNA annealing inhibitors, primary screen, biochemical, FRET, single point, set 2; AID 651710, 2012; DNA repair protein RAD52 homolog (Homo sapiens), P43351; recombinant RAD52 DNA annealing, FRET fluorescence; actives 0.46% (n = 360,000); inhibition, % at 18.7 µM;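 active means every replicate showing at least 50% inhibition; inconclusive means mean inhibition at least 50% but not in every replicate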
RAD54 branch = inhibitors of human RAD54 branch migration, primary screen, biochemical, fluorescence, single point; DNA repair and recombination protein RAD54-like (Homo sapiens), Q92698; RAD54 Holliday junction branch migration, FAM/BHQ fluorescence; inhibition, % at 10.4 µM; actives 0.14% (n = 360,000);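 active means mean normalized replicate activity at least 40 and at least half of replicates scoring 40 or more; inconclusive means only one of the two criteria met; inactive means mean below 40 and under half of replicates reaching 40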;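 further: 0% = median of neutral control wells and 100% = median of positive control wells; inhibitors cause a drop in the FAM fluorescence signal; in these data hits start at about 50%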
esBAF inh = Bmi1 luciferase reporter increase in mESCs, primary screen, esBAF inhibitor project, mouse ES cells, Bmi1 luciferase knock-in, single point; actives 2% (n = 350,000); reporter increase, % at 12.5 µM; 24 h; 100% = twice the neutral-well signal; in the data active means activation above about 40%; inconclusive means no clear call, values can overlap the other calls;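 further: 0% = median of the plate's neutral control wells and 100% = double that signal; a rise in the Bmi1 reporter signal indicates esBAF inhibition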
An asterisk follows results filed as active; ? = inconclusive; · = not tested or not shown; & = joins results of further samples; ! = not active in a repeat. Not a hit list. About 3.3% of those tested had a hit in this group.

SMILES | ARNT-TACC3 inh | INS-1E GSIS act | ERAP1 HTS inh | CFTR F508del cor | XiGFP reactiv | RAD52 anneal inh | RAD54 branch | esBAF inh
Cc1noc(C)c1S(=O)(=O)N(C)C[C@@H]1OCc2ccccc2-c2ccccc2C(=O)N([C@H](C)CO)C[C@H]1C | 4 | 3 | 2 | -0.1 | 0.4 | -7 | -5 | 1
O=c1cc[nH]c2c1ccc1c(=O)cc[nH]c12 | 74* | -4 | -6 | 0.2 | 0.0 | -20 | -13 | -1
O=C(CSCc1ccccc1F)NCc1ccccc1 | -8 | -4 | -1 | 0.5 | 0.0 | 0 | -4 | 17
COCc1ccc(CN2CCc3c([nH]c4ccccc34)C2C(C)(C)C)o1 (stereo unspecified) | 45* | -7 | 3 | 1.8 | 0.0 | -30 | · | ·
C[C@@H]1CCCCO[C@H](CN(C)C(=O)CCC(F)(F)F)[C@@H](C)CN([C@@H](C)CO)C(=O)c2cc(NC(=O)CCCCCC(=O)Nc3ccccc3N)ccc2O1 | 6 | -11 | · | 0.0 | 0.0 | · | 3 | 6
Cc1cc(C)cc(NC(=O)c2ccccc2CC[N+](=O)[O-])c1 | -11 | 7 | · | · | · | · | 9 | 8
COc1cccc(NC(=O)N2[C@@H]3CNC[C@H]2C3c2ccc(-c3cccc(OC)c3)cc2)c1 (stereo partly specified) | · | 5&-10 | 4&1 | -0.6&-1.1 | 0.1&0.0 | 66*! | · | ·
O=c1[nH]c(CSc2ncnc3sccc23)nc2cc(C(F)(F)F)ccc12 | -1 | 8 | -1 | 1.3 | -0.1 | -88 | 1 | -4
CC(=O)Nc1ccc(N2CCC(C)CC2)c([N+](=O)[O-])c1 | 4 | 0 | 3 | -2.2 | 0.1 | -4 | · | ·
NC(=O)C1CCN(CC(=O)Nc2cc(S(=O)(=O)N3CCOCC3)ccc2N2CCCC2)CC1 | 8 | 11 | 6 | 0.5 | 0.0 | -23 | 5 | 1
COc1ccc(CC(N)c2csc(NC(=O)Nc3ccccc3C(C)C)n2)cc1 (stereo unspecified) | · | -30 | 6 | 2.8 | -0.1 | -21 | 1 | -3
NNC(=S)Nc1ccc(Cl)cc1 | 0 | -1 | -3 | 0.0 | 0.5 | -33 | -3 | -3
COCCNC(=O)/C(C#N)=C/c1c(N2CCN(c3ccccc3)CC2)nc2c(C)cccn2c1=O | 12 | 21 | -195 | 0.4 | 0.0 | -12 | -10 | 1
Cc1ccnc(NS(=O)(=O)c2ccc(N)cc2)n1 | -1 | 3 | 3 | 0.9 | 0.0 | -12 | 11 | 7
COc1ccccc1-n1c(CNC(=O)c2ccco2)nnc1SCC(=O)Nc1nccs1 | · | 10 | 2 | -4.4 | 0.1 | -9 | 1 | 0
CCC(=O)N(C)C[C@@H]1Oc2ncc(Br)cc2C(=O)N([C@@H](C)CO)C[C@H]1C | -7 | 3&-2 | -1 | 2.4&-3.1 | 0.2&-0.4 | 0&20 | 2&0 | -3&-3
CCc1cc(CNC(=O)C2CCC(=O)N(Cc3ccc(Cl)cc3)C2)on1 (stereo unspecified) | -3 | 9 | 1 | -2.2 | 0.0 | -5 | 13 | 4
N#CCCn1c(Cl)nc2ccccc21 | -6 | 14 | -4 | -0.2 | · | -5 | -7 | 3
CC1CCN(C(=O)C2COc3ccccc3O2)CC1 (stereo unspecified) | · | 14 | 1 | 16* | -0.4 | -2 | -7 | 23
Cn1c(=O)c2c(n(C)c1=O)n(C)c(=O)n2C | · | · | 3 | 1.4 | · | 6 | -5 | -2
O=C(NC(Cc1ccccc1)C(=O)O)/C(=C/c1ccc(Cl)cc1)NC(=O)c1ccco1 (stereo unspecified) | · | 5 | -2 | -1.6 | 0.3 | -13 | 3 | 6
O=C(CN1C(=O)S/C(=C\C=C\c2ccccc2)C1=O)N1CCOCC1 | · | -18 | 3 | -1.9 | 0.0 | -5 | -2 | ·
Cc1nc([N+](=O)[O-])c(NCCCO)n1Cc1ccccc1 | -1 | -8 | 12 | -1.5 | 0.3 | -4 | · | ·
CC(C)C(NC(=O)C1CCC(C(C)(C)C)CC1)C(=O)NCCc1ccc(S(N)(=O)=O)cc1 (stereo unspecified) | -5 | -6 | 2 | -3.3 | 0.1 | -1 | -4 | 1
Cc1ccc(S(=O)(=O)N(C)C[C@H]2Oc3ccc(NS(=O)(=O)c4ccc(Cl)cc4)cc3CC(=O)N([C@@H](C)CO)C[C@H]2C)cc1 | 4 | -4 | -2 | -1.1 | -1.0 | 12 | 5 | 2
CCCN1Cc2cccc(C(=O)NC(CC(=O)OCC)c3ccc(OCC)c(OC)c3)c2C1=O (stereo unspecified) | -3 | 23 | 4 | · | 0.5 | -4 | · | 2
Cc1ccc(NC(=S)N(CCN2CCOCC2)Cc2ccccc2F)cc1Cl | -3 | -24 | 3 | -3.6 | 0.6 | -2 | -3 | 7
C=CCNS(=O)(=O)c1cc2c3c(c1)CCN3C(=O)CC2 | 3 | 10 | 1 | 0.4 | 0.2 | -8 | 0 | -1
CCCN1C2=NCCCN2c2ccccc21 | -3 | 24 | · | · | · | · | -2 | -4
O=C(Nc1ccccc1N1CCOCC1)C1=COCCO1 | -3 | 12 | -1 | 1.0 | 0.0 | -9 | 11 | ·
COc1ccc(N(C)C(=O)c2ccc3c(Cl)c4c(nc3c2)CCCC4)c(OC)c1 | -4 | 0 | -1 | 0.0 | 0.0 | -9 | 3 | -1
O=C(OCC(=O)N1CCN(C(=O)c2ccco2)CC1)c1c(Cl)cccc1Cl | 0 | · | 0 | 0.1 | -0.1 | -9 | 7 | -4
CN=c1scc(-c2ccccc2F)n1/N=C(\C)c1cccnc1 | 40* | -6 | 1 | 0.0 | 0.0 | -13 | · | ·
COc1ccc(NC(=O)Nc2ccc3c(c2)C(=O)N([C@@H](C)CO)C[C@@H](C)[C@@H](CN(C)Cc2ccccc2)O3)cc1 | 5 | 2 | -1 | 0.6 | 0.0 | -2 | 4 | 4
Cc1noc(C)c1S(=O)(=O)Nc1ccc2c(c1)CC(=O)N([C@H](C)CO)C[C@@H](C)[C@H](CN(C)Cc1ccc(C(=O)O)cc1)O2 | 7 | 13 | -1 | 2.8 | 0.5 | -10 | 0 | -2
CCN(Cc1ccccc1)C(=O)CCc1nnc(CCCc2ccccc2)o1 | -18 | -20 | 5 | 0.8 | -0.1 | 1 | -7 | ?
C[C@]1(C(=O)NCCc2c[nH]c3ccccc23)C=C[C@@H](Cc2ccccc2)N1C(=O)c1ccccc1 | 0 | -7 | 4 | -2.2 | 0.0 | -19 | -3 | -1
CC(Sc1nnc(N)s1)C(=O)Nc1ccc2c(c1)OCCO2 (stereo unspecified) | 23 | 9 | 0 | -1.3 | 0.5 | -10 | 0 | ·
COc1cccc(Oc2ccc(S(=O)(=O)N3CCOCC3)cc2[N+](=O)[O-])c1 | 0 | 17 | -5 | 4.3 | 0.0 | -16 | 0 | 6
O=C(CSc1ccc(C(F)(F)F)cn1)Nc1ccccc1 | -6 | -17 | -1 | 1.5 | 0.1 | -7 | 2 | 7
CCN(Cc1ccc2c(c1)OCO2)C(=O)CSc1ncnc2sccc12 | · | -6 | -3 | 0.4 | -0.1 | -86 | · | 6
Cn1ccc2c(-c3ccc4[nH]ccc4c3)cc3c(c21)C1CCC3O1 (stereo unspecified) | · | 8 | 6 | 1.9 | 0.0 | -1 | -3 | 19
C[C@@H]1CN([C@H](C)CO)C(=O)Cc2cc(NC(=O)Cc3ccccc3)ccc2O[C@H]1CN(C)C | -5 | 13 | -2 | 3.6 | -1.1 | 13 | 6 | -4
CCC(C(=O)OCC(=O)Nc1c(Cl)cc(Cl)cc1Cl)c1ccccc1 (stereo unspecified) | 2 | -12 | -6 | -1.2 | 0.0 | -14 | · | ·
COc1ccc(-c2ccc3c(n2)CCCN3S(=O)(=O)c2ccc(C)cc2)cc1 | · | 24 | 1 | 0.5 | -0.2 | -16 | · | ·
Cc1cc(C)c(NC(=O)CCCSc2nnc(N)s2)c(C)c1 | -2 | 7 | -1 | -0.8 | -0.1 | -6 | · | ·
Cc1ccc(OCC(=O)NC2CCSc3ccccc32)cc1 (stereo unspecified) | 2 | -8 | 0 | -0.6 | -0.1 | -17 | -4 | 12
C[C@H]1COc2cccc(N(C)CCO)c2S(=O)(=O)N1 | · | 3 | · | 4.1 | 0.0 | -24 | · | ·
CC(C)c1ccc(C2/C(=C(\O)c3ccc4c(c3)OCCO4)C(=O)C(=O)N2CCN2CCOCC2)cc1 (stereo unspecified) | · | 1 | 0 | -0.3 | 0.0 | -2 | 9 | 3
CCCCN(C)CCNC(=O)CCn1nc(-c2ccc(C)cc2)ccc1=O | -1 | 16 | -2 | · | 0.5 | -7 | 4 | 3
CCOC(=O)CNC(=O)c1ccc(C)cc1 | -1 | 19 | · | · | · | · | -13 | 2
CC(C)NC(=O)Nc1ccc2c(c1)C(=O)N([C@@H](C)CO)C[C@H](C)[C@H](CN(C)C(=O)c1ccncc1)OCCCC[C@@H](C)O2 | 0 | 35 | 1 | 0.8 | 0.0 | 11 | 9 | ·
CC(C)(C)S(=O)N1C[C@@H]2CC(=O)C(CCO)=C2[C@H]1CCO (stereo partly specified) | · | 2 | -1 | -1.5 | 0.0 | -14 | · | ·
O=[N+]([O-])c1ccc(N2CCN(CC(O)COc3ccccc3)CC2)cc1 (stereo unspecified) | · | 0 | 2 | 3.1 | 0.0 | -27 | · | ·
CC(=O)Nc1ccc(C(=O)N2CCN(C(=O)c3ccco3)CC2)cc1 | 0 | -6 | 1 | 0.1 | · | -4 | 6 | 1
CCCC(=O)N1CC2(CCN(C(=O)NC(C)C)CC2)c2c([nH]c3cc(OC)ccc23)[C@H]1CO | · | -3 | -2 | 0.7 | 0.1 | 8 | · | ·
Nc1nc2c(ncn2[C@@H]2O[C@H](CNCc3ccc(Oc4cc(-n5cccn5)ncn4)cc3)[C@@H](O)[C@H]2O)c(=O)[nH]1 | · | · | 1 | -1.4 | 0.2 | -3 | -3 | -4
CCCN(Cc1nnc(-c2cccs2)o1)C(=O)c1cccc(S(=O)(=O)N2CCOCC2)c1 | -4 | · | 1 | 2.1 | -1.1 | -4 | -6 | 0
COc1ccc(CN(C)C[C@@H]2Oc3ccc(NS(=O)(=O)c4ccccc4)cc3CC(=O)N([C@H](C)CO)C[C@H]2C)cc1 | 21 | 11 | -6 | 0.7 | 0.0 | 16 | -12 | -2
Cc1cc(C)c2nc(-n3nc(C)cc3N)cc(C)c2c1 | -3 | 2 | 2 | · | 0.0 | -16 | · | ·
COc1ccc(CN(C)C[C@@H]2Oc3ccc(NS(=O)(=O)c4ccc(F)cc4)cc3C(=O)N([C@H](C)CO)C[C@@H]2C)cc1 | -4 | -17 | -1 | 0.8 | -0.1 | 3 | -1 | -1
